High-throughput results deposited in PubChem by several laboratories.
BAP1 inh: inhibitors of BAP1 deubiquitinase, primary screen, biochemical, Ub-AMC fluorescence, kinetic. recombinant BAP1, Ub-AMC hydrolysis fluorescence kinetic; active compounds read low. activity remaining (% of control), % at 20 µM. 0.48% of 72,000 active. Ubiquitin carboxyl-terminal hydrolase BAP1 (Homo sapiens), Q92560. AID 436, 2006;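 active means activity remaining at or below 50% of control, provided the compound also passes the data quality filters; inactive means the rest, including low values that fail the filters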;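 further: 100% = DMSO wells rate and 0% = substrate alone blank rate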
Target sequence (Q92560 whole entry, looked up): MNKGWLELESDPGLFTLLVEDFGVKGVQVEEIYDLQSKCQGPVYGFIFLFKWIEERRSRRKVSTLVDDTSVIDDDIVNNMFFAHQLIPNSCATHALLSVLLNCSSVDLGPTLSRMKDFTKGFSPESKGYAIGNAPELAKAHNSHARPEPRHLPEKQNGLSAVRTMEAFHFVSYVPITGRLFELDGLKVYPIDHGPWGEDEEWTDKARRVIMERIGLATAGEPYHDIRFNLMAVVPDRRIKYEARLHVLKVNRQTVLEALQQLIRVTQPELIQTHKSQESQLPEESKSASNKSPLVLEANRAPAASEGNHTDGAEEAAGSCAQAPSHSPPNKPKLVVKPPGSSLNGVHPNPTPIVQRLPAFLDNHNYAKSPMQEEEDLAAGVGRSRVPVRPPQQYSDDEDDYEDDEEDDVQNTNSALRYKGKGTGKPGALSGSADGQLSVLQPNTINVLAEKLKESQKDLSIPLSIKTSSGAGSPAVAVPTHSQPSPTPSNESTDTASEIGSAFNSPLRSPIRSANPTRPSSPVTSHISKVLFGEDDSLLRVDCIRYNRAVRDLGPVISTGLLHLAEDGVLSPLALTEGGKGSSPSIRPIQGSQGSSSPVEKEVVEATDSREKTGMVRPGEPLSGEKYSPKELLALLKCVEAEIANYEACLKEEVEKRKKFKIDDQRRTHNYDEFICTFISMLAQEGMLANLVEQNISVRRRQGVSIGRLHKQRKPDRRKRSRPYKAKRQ
HePTP inh: inhibitors of human HePTP phosphatase, primary screen, biochemical, absorbance, leukemia target; Tyrosine-protein phosphatase non-receptor type 7 (Homo sapiens), P35236; recombinant HePTP phosphatase activity, OD absorbance; inhibition, % at 20 µM; 0.64% of 110,000 active; in the data active means inhibition above about 50%;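 further: plate controls were vehicle for no effect and reference inhibitor for full effect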
Target sequence (P35236 whole entry, looked up): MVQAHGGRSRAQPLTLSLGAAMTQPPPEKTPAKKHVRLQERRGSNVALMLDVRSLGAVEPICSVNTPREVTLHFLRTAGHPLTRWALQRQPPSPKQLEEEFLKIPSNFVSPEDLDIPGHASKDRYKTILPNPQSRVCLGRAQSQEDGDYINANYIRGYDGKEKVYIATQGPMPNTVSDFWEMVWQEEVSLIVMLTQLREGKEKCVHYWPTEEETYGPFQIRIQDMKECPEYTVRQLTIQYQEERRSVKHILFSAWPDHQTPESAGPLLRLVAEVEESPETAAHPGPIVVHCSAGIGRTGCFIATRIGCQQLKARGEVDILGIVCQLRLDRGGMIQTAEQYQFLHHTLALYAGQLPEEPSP
Numbers without * were called inactive; x = no result given; & = joins results of further samples.

BAP1 inh	HePTP inh	SMILES
x	-8.5	O=C(Nc1ccc(F)c([N+](=O)[O-])c1)c1ccc2ccccc2c1
x	3.1	C=CCNC(=O)NC(=O)C12CC3CC(CC(C3)C1)C2
x	-0.9	COc1ccc(C(=O)Nc2ccccc2)cc1NC(=O)C(c1ccccc1)c1ccccc1
x	9.3	COc1ccc(N2C(=O)NC(=O)/C(=C\c3ccoc3)C2=O)cc1
93.6	0.6	O=S(=O)(NC1CC1)c1ccc(S(=O)(=O)N2CCN3CCCC3C2)cc1 (centres undefined)
108.9	12.7	CCCc1cc(=O)n2[nH]c(-c3cc(OC)c(OC)c(OC)c3)nc2n1
x	12.6	Cc1occc1C(=O)Nc1ccc(F)cc1F
287.1	10.0	CC1=C(C(=O)OCC2CCCO2)C(c2ccccc2OC(C)C)C2=C(CC(c3ccco3)CC2=O)N1 (centres undefined)
105.0	-1.6	COc1cc2c(cc1OC)CN(Cc1ccc(OC)c(C)c1OC)CC2
98.0	3.2	Cc1ccc(C(=O)Cn2nnc(-c3ccccc3-n3cnnn3)n2)cc1
180.2	5.8	COc1ccc2nc3c(cc2c1)c(NC(=O)C1CCCO1)nn3CC(C)C (centres undefined)
73.1	4.4	CC(=O)c1cc2c(cc1NC(=O)CN1CCN(C(=O)c3ccco3)CC1)OCO2
100.3	4.0	COc1cccc(CNc2ccc(F)c(Cl)c2)c1O
107.1	6.7	O=C(COc1ccccc1)Nc1ccccc1C(=O)NCc1ccco1
105.8	5.1	COc1ccc(-n2c(N3CCN(C)CC3)nc3sc4c(c3c2=O)CCCCC4)cc1
84.3	-6.9	O=C(c1cc2nc(C3CC3)cc(C(F)(F)F)n2n1)N1CCCC1
101.8	7.7	COc1ccccc1N1CCN(C(=O)c2ccc(NC(C)=O)cc2)CC1
108.1	x	COc1cccc2cc(-c3nc4ccccc4[nH]3)c(=Nc3cccc(C)c3)oc12
x	-8.1	COCCOC(=O)c1ccc(NC(=O)c2ccc(C(C)(C)C)cc2)cc1
x	3.4	C=CCNC(=O)/C=C/c1ccc(OCC)c(OC)c1
38.9*	-2.2	CC(C)Cn1c2c(c(O)c(C(=O)Nc3nccs3)c1=O)CCCC2
89.6&81.5	7.0	O=C(O)CCN1C(=O)C2C3C=CC(C3)C2C1=O (centres undefined)
x	-5.0	COc1ccc(Br)cc1/C=N\N1CCN(c2ccccc2OC)CC1
x	1.0	CC1(C)Cc2ccccc2-c2nnc(SCC(=O)N3CCc4ccccc43)n21
104.8	7.3	CCOC(=O)N1CCC(NC(=O)Cn2cccc2C(=O)c2ccccc2)CC1
x	-5.3	Cc1ccc(C)c(COc2ccc3c4c(c(=O)oc3c2)CCC4)c1
114.2	7.1	N#CCSc1nnc(Cc2cccs2)n1C1CCCCC1
x	-4.9	Cc1c(Cl)cccc1NC(=O)C(=O)NCc1ccc(F)cc1
x	-11.0	O=C(NC(C(=O)O)C12CC3CC(CC(C3)C1)C2)c1ccc([N+](=O)[O-])cc1 (centres undefined)
x	0.9	CCc1ccccc1NC(=O)/C=C/c1ccccc1
x	5.6	COc1ccc2c(c1)[nH]c1c(N3CCN(Cc4ccc5c(c4)OCO5)CC3)ncnc12
111.3	9.3&-5.0	CCOC(=O)CSc1nc(N)nc(C)c1Br
x	7.2	COc1ccc(C(=O)Nc2cccc(-c3nc4ccc(C)cc4o3)c2)cc1Br
x	3.0	C/C(=N\NC(=O)c1cc(C)[nH]n1)c1ccc(C)cc1
99.6	6.6	O=C(O)C1C2C=CC(C2)C1C(=O)N1CCN(C/C=C/c2ccccc2)CC1 (centres undefined)
93.7	-4.3	CCc1nc(SCC(=O)NCCc2ccc(OC)c(OC)c2)c2c(=O)n(C)c(=O)n(C)c2n1
108.8	2.5	CCCCCCC(=O)N(O)C1CC(=O)N(Cc2ccccc2)C1=O (centres undefined)
122.0	10.0	COc1ccc(-c2nc(SCC(=O)NCc3ccco3)c(-c3ccccc3)[nH]2)cc1OC
x	1.2	Cc1ccc(CSC2=Nc3ccccc3C3=NC(CCC(=O)NCc4ccco4)C(=O)N23)cc1 (centres undefined)
x	8.2	O=C1C=CC(=O)N1c1ccc([N+](=O)[O-])cc1Br
x	-15.7	COC(=O)c1ccc(/C=N/Nc2nc(C)c(C)s2)cc1
x	4.0	COC(=O)C(Cc1ccccc1)NC(=O)CCN1C(=O)c2cccc3cccc(c23)C1=O (centres undefined)
103.7	4.8	O=C(O)C1C2C=CC(C2)C1C(=O)N1CCOCC1 (centres undefined)
91.9	x	Oc1ccc(Cn2cc[nH]c2=S)cc1
x	-1.8	Cc1n[nH]c(C)c1Sc1ccccc1N=Cc1cc(Cl)cc([N+](=O)[O-])c1O
52.4	x	O=C(Nc1cc2c(cc1C(=O)c1ccc(Br)cc1)OCCO2)c1ccc(Cl)cc1
x	-6.0	Cc1ccc(C(C)C)c(OCc2nnc(NC(=O)Nc3ccccc3)s2)c1
x	2.1	CC(=O)c1ccc2c(c1)c1cc(C(C)=O)ccc1n2C(C)=O
112.2	4.1	COCCN1Cc2cccc(C(=O)Nc3ccccc3OC)c2C1=O
100.7	4.5	CCC1CCCCN1Cc1nc2c(c(=O)n(C)c(=O)n2C)n1CCCc1ccccc1 (centres undefined)
101.0	-8.1	c1csc(-c2nn[nH]n2)c1
x	0.4	COc1ccc(/C=N/N=c2\sc3ccccc3n2C)c(OC)c1
88.0	1.9	CCc1cc2cc3c(cc2nc1SCC(=O)N1CCN(C(=O)c2ccco2)CC1)OCO3
x	8.2	CCCNC(=O)OCC12CC3CC(CC(C3)C1)C2
74.8	4.9	COC(=O)c1nnn(-c2nonc2N)c1CSc1ccc(Cl)cc1
82.7	2.3	c1ccc(C(c2ccccc2)N2CCN(Cc3nnnn3C3CCCC3)CC2)cc1
82.4	2.4	O=C(NCc1ccco1)c1nnc(Cc2ccc(F)cc2)o1
x	-0.4	Cc1cc(N2CCCC2)n2nc(C)c(-c3ccccc3)c2n1
x	-2.6	O=C(N/N=C/c1cccnc1)c1cc(-c2ccc3ccccc3c2)n[nH]1
58.2	4.9	C=CCn1c(COc2ccccc2C)nnc1SCC(=O)O

Next section:
BAP1 inh	HePTP inh	SMILES
93.5	x	C#CCn1c(=O)c2c(ncn2C)n(C)c1=O
x	7.2	CCN(CC)c1ccc(N2C(=O)/C(=C/c3ccc(C(=O)OC)cc3)SC2=S)cc1
69.0	-11.1	Cc1cc2oc3c(c(=O)c2cc1C)C(c1cccc(Br)c1)N(Cc1ccco1)C3=O (centres undefined)
x	8.5	CC(C)(C)c1cc(N2C(=O)C(=O)/C(=C(\O)c3ccccc3)C2c2ccc(Br)cc2)no1 (centres undefined)
99.4	5.4	Cc1cccc(-n2c(CNC(=O)COc3ccccc3)nnc2SCC(=O)Nc2nccs2)c1
89.6	x	N[C@@H](COP(=O)(O)O)C(=O)O
76.3	3.0	O=c1[nH]nc(Cc2ccccn2)c2ccccc12
x	5.6	N#CCSc1nc(N)c(C#N)cc1C#N
73.0	x	O=C(Nc1cccc(O)c1)c1cccc(S(=O)(=O)Nc2cccc(O)c2)c1
x	-3.3	CN1CCN(C2CCCCCC2)CC1
96.6	9.5	COC(=O)c1ccc(OC)c(CSc2nnc(COc3ccc(Cl)cc3)o2)c1
x	3.1	O=[N+]([O-])c1ccc2c(c1)C1C=CCC1C(c1cccc(Cl)c1Cl)N2 (centres undefined)
104.0	2.4	COc1ccc(C(c2nnnn2CCc2ccccc2)N2CCN(C)CC2)cc1OC (centres undefined)
x	4.8	Cc1ccc(NN2C(=O)c3cccc4cccc(c34)C2=O)cc1
93.7	3.8	O=c1c(=O)n(O)c2ccccc2n1O
x	-3.0	COC(C(=O)N/N=C/c1cc([N+](=O)[O-])ccc1Cl)c1ccccc1 (centres undefined)
105.0	-8.2	COc1cccc(NC(=O)N2CCN(Cc3nc4ccccc4c(=O)[nH]3)CC2)c1
60.7	16.9	N#Cc1cccc(NC(=O)c2nc(-c3ccccc3)n(-c3ccccc3)n2)c1
x	8.4	COc1ccc(N2C(=O)/C(=C/c3ccc(-c4ccccc4[N+](=O)[O-])o3)C(=O)NC2=S)cc1
x	-0.3	Cc1ccc(S(=O)(=O)N/N=C/c2ccc(-c3ccc([N+](=O)[O-])cc3Br)o2)cc1

Reprinted from the part before: 2 compounds, then new ones.
BAP1 inh	HePTP inh	SMILES
x	8.4	COc1ccc(N2C(=O)/C(=C/c3ccc(-c4ccccc4[N+](=O)[O-])o3)C(=O)NC2=S)cc1
x	-0.3	Cc1ccc(S(=O)(=O)N/N=C/c2ccc(-c3ccc([N+](=O)[O-])cc3Br)o2)cc1
x	2.3	NS(=O)(=O)c1ccc(CCNC2CC(=O)N(Cc3ccccc3)C2=O)cc1 (centres undefined)
x	5.0	O=c1[nH]c(C2CCCN(S(=O)(=O)c3ccc(F)cc3)C2)nc2c1nnn2Cc1ccccc1 (centres undefined)
x	6.4	O=C(Nc1ccc(OC(F)F)cc1)c1cccs1
x	-13.9	O=C(NC(C(=O)NCc1ccccc1)C12CC3CC(CC(C3)C1)C2)c1ccc(F)cc1 (centres undefined)
x	2.1	O=C(Cn1cc(/C=C2/C(=O)NC(=O)N(c3cccc(Cl)c3)C2=O)c2ccccc21)Nc1ccccc1
108.3	7.4	Cc1ccc(NC(=O)Cc2nc(CSc3nnc(-c4ccc5c(c4)OCO5)o3)cs2)cc1
x	-1.7	CC1=C(C#N)c2nc(N)c(C#N)c(C)c2/C1=C\c1ccc(-c2ccc(Cl)cc2)o1
79.1	5.3	CCOC(=O)N1CCN(C(=O)C2CCN(S(=O)(=O)c3cc(Cl)ccc3Cl)CC2)CC1
x	-7.2	COc1cccc(C=C2C(=O)c3ccccc3C2=O)c1
x	-1.0	Cc1ccc(C(=O)NC(Nc2ccc(F)cc2)C(Cl)(Cl)Cl)cc1 (centres undefined)
91.8	-6.8&1.6	COC(=O)Nc1ccc(NC(C)=O)cc1
101.0&107.2	5.5	CN(C)CC(=O)N1c2ccccc2CCc2ccc(NC(=O)c3ccc(N)cc3)cc21
x	7.2	CC1(C)Cc2nc(-c3ccccc3)n3cnnc3c2CO1
x	-8.3	N#C/C(=C\c1ccc(-c2cccc([N+](=O)[O-])c2)o1)C(=O)Nc1ccccc1O
84.8	6.7	Cc1nn(C)c(C)c1CN(C)C(=O)c1cnn2c1NC(c1ccccc1)CC2C(F)(F)F (centres undefined)
x	-0.4	O=C(NCCN1CCOCC1)c1cc(-c2cccc(Br)c2)nc2ccccc12
153.2	-0.5	CCCCOc1ccccc1P(=O)(O)CP(=O)(c1ccccc1)c1ccccc1
51.6	x	O=C(C[n+]1cc(Br)cc(Br)c1)c1ccccc1
102.7	0.1	COc1cc(Cl)c(C)cc1NC(=O)COC(=O)c1cnc(C)cn1
x	9.2&6.3	Cc1cc(-c2ccccc2)nc2cc(C(N)=O)nn12

A second format for part of the listing above:
molecule | BAP1 inh | HePTP inh
NS(=O)(=O)c1ccc(CCNC2CC(=O)N(Cc3ccccc3)C2=O)cc1 (centres undefined) | x | 2.3
O=c1[nH]c(C2CCCN(S(=O)(=O)c3ccc(F)cc3)C2)nc2c1nnn2Cc1ccccc1 (centres undefined) | x | 5.0
O=C(Nc1ccc(OC(F)F)cc1)c1cccs1 | x | 6.4
O=C(NC(C(=O)NCc1ccccc1)C12CC3CC(CC(C3)C1)C2)c1ccc(F)cc1 (centres undefined) | x | -13.9
O=C(Cn1cc(/C=C2/C(=O)NC(=O)N(c3cccc(Cl)c3)C2=O)c2ccccc21)Nc1ccccc1 | x | 2.1
Cc1ccc(NC(=O)Cc2nc(CSc3nnc(-c4ccc5c(c4)OCO5)o3)cs2)cc1 | 108.3 | 7.4
CC1=C(C#N)c2nc(N)c(C#N)c(C)c2/C1=C\c1ccc(-c2ccc(Cl)cc2)o1 | x | -1.7
CCOC(=O)N1CCN(C(=O)C2CCN(S(=O)(=O)c3cc(Cl)ccc3Cl)CC2)CC1 | 79.1 | 5.3
COc1cccc(C=C2C(=O)c3ccccc3C2=O)c1 | x | -7.2
Cc1ccc(C(=O)NC(Nc2ccc(F)cc2)C(Cl)(Cl)Cl)cc1 (centres undefined) | x | -1.0
COC(=O)Nc1ccc(NC(C)=O)cc1 | 91.8 | -6.8&1.6
CN(C)CC(=O)N1c2ccccc2CCc2ccc(NC(=O)c3ccc(N)cc3)cc21 | 101.0&107.2 | 5.5
CC1(C)Cc2nc(-c3ccccc3)n3cnnc3c2CO1 | x | 7.2
N#C/C(=C\c1ccc(-c2cccc([N+](=O)[O-])c2)o1)C(=O)Nc1ccccc1O | x | -8.3
Cc1nn(C)c(C)c1CN(C)C(=O)c1cnn2c1NC(c1ccccc1)CC2C(F)(F)F (centres undefined) | 84.8 | 6.7
O=C(NCCN1CCOCC1)c1cc(-c2cccc(Br)c2)nc2ccccc12 | x | -0.4

The listing continues:
BAP1 inh	HePTP inh	SMILES
63.2	5.1	Cc1nnc2sc(-c3ccco3)nn12
105.1	5.0	COc1cccc(OC)c1C(=O)Nc1ccc(N2CCN(S(C)(=O)=O)CC2)cc1
x	74.7*	COc1cc(/C=C2\C(=O)N(c3cccc(C(=O)O)c3)N=C2C)c([N+](=O)[O-])cc1OC
285.8	4.4	CCCCCCNC(=O)c1c(N)n(/N=C/c2ccco2)c2nc3ccccc3nc12
x	-8.4	CCOC(=O)CCc1nc2ccc(O)cc2[nH]1
x	-7.7	Cn1c(O)c(C(=NCc2ccccc2)c2ccccc2)c(=O)n(C)c1=O
63.1	3.4	COc1ccc(-n2nc(C(=O)Nc3ccc4c(c3)OCO4)c3ccccc3c2=O)cc1
82.9	1.6&-1.1	On1c(-c2ccco2)nc2c1CCc1nonc1-2
98.4	0.2	O=C(NCc1ccco1)c1ccc(COCC(F)(F)C(F)F)cc1
95.5	4.1	CCCNC(=O)Nc1cc(C)on1
x	-15.4	CCC(O)C#CC1(C)CCCC(C)(C)O1 (centres undefined)
121.8	x	Cc1ccc(S(=O)(=O)N2CCCc3ccccc32)cc1

This is a random part of the collection. Share with any hit: about 0.83%.
